TRPC6 act: mouse TRPC6 channel activators, primary screen, cell-based, HEK293, membrane potential dye | AID 2550, 2010 | HEK293-TRPC6 membrane potential dye fluorescence; hits give high values | B-score at 10 µM | Short transient receptor potential channel 6 (Mus musculus), Q61143 | 310,000 compounds, 0.13% hits;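 active = B-score of the integrated fluorescence ratio above library mean plus 3 SD, and starting fluorescence ratio within library mean plus 5 SD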;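 also: higher score means more depolarization so channel activation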
KLF5 inh: KLF5 expression inhibitors, primary screen, DLD-1 cells, luminescence | inhibition, % at 5 µM | 290,000 compounds, 0.23% hits | DLD-1 KLF5 promoter-luciferase reporter | AID 1700, 2009;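 active = inhibition above a per-plate limit of that plate's mean compound inhibition plus 3 SD, cut at about 60% in these data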;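 also: 0% = DMSO wells and 100% = LY294002 at 200 µM; higher means less KLF5 promoter-driven luciferase light; inactives centre near -14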
TRPC4 block: inhibitors of mouse TRPC4 channel, primary screen, Fluo4 calcium, HEK293 TRPC4beta/mu-opioid cells; B-score at 10 µM; AID 2247, 2010; 300,000 compounds, 0.39% hits; DAMGO-evoked Fluo4 calcium flux; hits give low values;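 active = B-score over 3 SD under the library average, no early fluorescence shift, positive overall ratio signal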
Target sequence (Q9QUQ5 whole entry, looked up): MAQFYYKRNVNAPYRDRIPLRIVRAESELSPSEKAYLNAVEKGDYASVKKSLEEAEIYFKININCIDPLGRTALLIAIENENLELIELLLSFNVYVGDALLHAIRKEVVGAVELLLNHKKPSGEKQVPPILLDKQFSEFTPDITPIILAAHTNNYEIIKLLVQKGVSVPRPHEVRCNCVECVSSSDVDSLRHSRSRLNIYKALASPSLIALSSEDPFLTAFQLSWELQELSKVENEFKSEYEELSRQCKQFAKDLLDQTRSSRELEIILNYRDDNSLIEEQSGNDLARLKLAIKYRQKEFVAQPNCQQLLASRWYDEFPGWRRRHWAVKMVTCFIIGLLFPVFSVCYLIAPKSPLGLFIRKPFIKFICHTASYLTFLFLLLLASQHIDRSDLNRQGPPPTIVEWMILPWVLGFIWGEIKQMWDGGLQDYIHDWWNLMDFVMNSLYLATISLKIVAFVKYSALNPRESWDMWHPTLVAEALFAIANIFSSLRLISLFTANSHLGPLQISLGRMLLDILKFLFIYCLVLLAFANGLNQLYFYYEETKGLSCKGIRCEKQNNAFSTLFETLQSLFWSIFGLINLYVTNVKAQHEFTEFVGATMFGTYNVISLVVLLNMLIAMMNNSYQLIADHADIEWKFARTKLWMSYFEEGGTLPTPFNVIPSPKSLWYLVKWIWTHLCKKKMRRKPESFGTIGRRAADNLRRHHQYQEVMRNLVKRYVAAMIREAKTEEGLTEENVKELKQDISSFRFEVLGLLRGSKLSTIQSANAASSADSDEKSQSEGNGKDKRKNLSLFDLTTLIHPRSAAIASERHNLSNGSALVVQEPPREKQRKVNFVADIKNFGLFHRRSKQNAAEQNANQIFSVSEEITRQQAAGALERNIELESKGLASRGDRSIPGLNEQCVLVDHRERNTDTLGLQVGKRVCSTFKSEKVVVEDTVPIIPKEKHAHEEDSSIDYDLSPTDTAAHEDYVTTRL
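Material: HEK293 cells with stable TRPC4beta plus mu-opioid receptor expression; probe or stimulus: DAMGO in two steps, submaximal then maximal; technique: Fluo4 calcium fluorescence by kinetic imaging, 5 s 1 Hz baseline; measure: integrated fluorescence ratio relative to baseline, converted to per-well B score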
TRPC6 inhibitor: mouse TRPC6 channel inhibitors, primary screen, cell-based, HEK293, membrane potential dye. 310,000 compounds, 1.1% hits. Short transient receptor potential channel 6 (Mus musculus), Q61143. B-score at 10 µM. AID 2553, 2010. ACh-evoked depolarization; hits give low values;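 active = B-score under library mean minus 3 SD, initial fluorescence not abnormally high, positive integrated signal ratio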;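 also: B-score derived from integrated fluorescence ratio over the kinetic read; more negative B-score means stronger inhibition of depolarization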
SKKanGAS inh: S. pyogenes SKKanGAS growth inhibitors in kanamycin, primary screen, streptokinase expression inhibitor project, SKKanGAS strain, BacTiter-Glo luminescence; 6 h; inhibition, % at 7.5 µM; 300,000 compounds, 1.3% hits; AID 1662, 2009;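 active = mean replicate score, as percent of positive control median, at least 50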;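 also: strain carries kanamycin resistance gene driven by streptokinase promoter and grows in 40 µg/ml kanamycin; loss of luminescence reflects streptokinase promoter inhibition or plain growth inhibition; 0% = median of DMSO wells and 100% = positive control at its reference dose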
MrgX1 antag: antagonists of human MrgX1 receptor, primary screen, HEK293 cells, Fluo-4 calcium flux; 310,000 compounds, 1.3% hits; BAM8-22 antagonism; hits give low values; AID 588676, 2011; B-score at 10 µM; Mas-related G-protein coupled receptor member X1 (Homo sapiens), Q96LB2;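 active = calcium-response B-score plate-corrected more than 3 library SD below zero, starting fluorescence within 5 deviations, no agonist response on first addition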;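 also: peak minus trough fluorescence over baseline after final BAM8-22 challenge near maximal dose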
aSyn 5UTR inh: MLPCN primary screen, SNCA 5' untranslated region; alpha-synuclein 5'UTR reporter, inhibitor activity; inhibition, % (tested at 7.5 µM); 300,000 compounds, 0.82% hits; AID 1813, 2009; in the data active = inhibition above about 60%;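 also: H4 neuroglioblastoma cells stably carrying SNCA 5'UTR luciferase fusion; 0% = DMSO wells and 100% = positive control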
HIF act: HIF pathway transcriptional activators, primary screen, cell-based, U2OS HRE-luciferase, luminescence. U2OS HRE-luciferase reporter; normalized: DMSO 0%, desferrioxamine 100%. activation, % at 7.5 µM (by protocol). 300,000 compounds, 0.32% hits;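 active = mean activation of at least 10% of the iron chelator positive control signal, with at least half of replicates also reaching 10%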
TRPC4 potent: positive allosteric modulators of TRPC4, primary screen, cell-based, mouse TRPC4beta, HEK293 mu-opioid, Fluo-4 calcium. Short transient receptor potential channel 4 (Mus musculus), Q9QUQ5. DAMGO EC20, Fluo-4 Ca2+ flux; hits give high values. B-score at 10 µM. 310,000 compounds, 0.42% hits;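 active = B-score of calcium response area above 5 SD of library B-scores, with initial fluorescence ratio within 5 SD of library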;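 also: B-score of integrated fluorescence ratio over time as area under calcium response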
IEC-6 tox: cytotoxicity in IEC-6 intestinal epithelial cells, primary screen, cytotoxicity control for KLF5 inhibitor project, cell-based, luminescence. IEC-6 cytotoxicity, luminescence viability. AID 1825, 2009. inhibition, % at 5 µM. 290,000 compounds, 0.78% hits; in the data active = inhibition above about 22%;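 also: 0% = plate median of test compound wells and 100% = cytotoxic reference compound wells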
TRPC4 agonist: activators of mouse TRPC4 channel, primary screen, Fluo4 calcium, HEK293 TRPC4beta/mu-opioid cells; 310,000 compounds, 0.49% hits; Short transient receptor potential channel 4 (Mus musculus), Q9QUQ5; B-score at 10 µM; Fluo4 calcium fluorescence; hits give high values;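 active = B-score above 5 SD of library B-scores, and initial fluorescence ratio not above library mean plus 5 SD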;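 also: positive B-score marks a calcium rise read as TRPC4 activation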
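Assay system – TRPC4beta and mu-opioid receptor HEK293 stable cells · Measured by – Fluo4 fluorescence, kinetic · Schedule – dye loading 45 min room temperature, 110 s kinetic read · Read-out – B-scored integrated calcium fluorescence ratio · Controls – buffer and maximal DAMGO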
* hit, by the source's call; i = inactive; . = not tested or not shown.

#	structure	TRPC6 act	KLF5 inh	TRPC4 block	TRPC6 inhibitor	SKKanGAS inh	MrgX1 antag	aSyn 5UTR inh	HIF act	TRPC4 potent	IEC-6 tox	TRPC4 agonist
1	COc1ccc(S(=O)(=O)N2CCCCC2)cc1NC(=O)c1ccc(=O)[nH]c1	i	0	i	i	6	i	-11	-0.3	i	-3	i
2	CCc1ccc(N2C(=O)CC(c3ccc(F)cc3)C3=C2COC3=O)cc1 (stereo not drawn)	i	-23	i	i	2	i	-2	0.4	i	3	i
3	O=C(Cn1c(=O)oc2cc(S(=O)(=O)N3CCCCC3)ccc21)N1CCc2ccccc21	i	-13	i	i	1	i	16	-0.2	i	-4	i
4	CCCn1cc(S(=O)(=O)c2ccccc2)c(=O)c2cc(F)c(N3CCN(C)CC3)cc21	i	-32	i	i	-6	i	7	-0.6	i	-1	i
5	NC(=O)C1CCN(C(=O)CSc2ncccn2)CC1	i	-19	i	i	0	i	9	-0.9	i	-9	i
6	O=C(CCCOc1ccccc1)Nc1ccccc1C(F)(F)F	i	-2	i	i	-1	i	-11	0.6	i	-15	i
7	CC(=O)C1C(c2ccccc2Cl)NC(=O)NC1(O)C(F)(F)F (stereo not drawn)	i	-9	i	i	-3	i	-14	-0.2	i	5	i
8	COc1ccc(C)cc1N(CC(=O)Nc1ccc2c(c1)OCCO2)S(C)(=O)=O	i	-20	i	i	-5	i	-12	-0.2	i	-1	i
9	C=CCn1c(=N)c(S(=O)(=O)c2ccc(C)c(C)c2)cc2c(=O)n3ccccc3nc21	i	7	i	i	7	i	40	0.4	i	7	i
10	Cc1ncc(CN2CCCC(C(=O)Nc3ccc(-c4cccc(F)c4)cc3)C2)cn1 (stereo not drawn)	i	16	i	i	-2	i	-12	1.3	i	5	i
11	COC(=O)c1cc(NC(=O)CCc2c(C)nc3ncnn3c2C)cc(C(=O)OC)c1	i	-2	i	i	2	i	-16	0.2	i	-2	i
12	CCN(CC)S(=O)(=O)c1ccc(Cl)c(C(=O)Nc2nncs2)c1	i	-28	i	i	-1	i	-3	-0.1	i	3	i
13	Cc1cccc(-c2noc(CCc3ccccc3)n2)c1	i	-28	i	i	-10	i	-121	3.1	i	2	i
14	COc1ccc(N2CCN(c3nc4ccccn4c(=O)c3/C=C(\C#N)S(=O)(=O)c3ccccc3)CC2)cc1	i	-30	i	i	0	i	-45	0.5	i	-8	i
15	CC(OC(=O)CN(C)S(=O)(=O)c1ccc(Cl)cc1)C(=O)Nc1cccc(Cl)c1 (stereo not drawn)	i	-26	i	i	2	i	17	0.1	i	0	i
16	O=C(CCn1nnc2ccccc21)NNC(=O)C1CCCCC1	i	-28	i	i	1	i	-6	0.0	i	2	i
17	CC(C)c1ccc(NC(=S)NCCc2c[nH]c3ccccc23)cc1	i	-5	i	i	2	i	-7	-0.7	i	0	i
18	COc1ccc(S(=O)(=O)n2nc(C)c(S(=O)(=O)N3CCOCC3)c2C)cc1OC	i	-20	i	i	10	i	-15	0.1	i	-3	i
19	C/C(=N\NC(=O)c1cccc(S(=O)(=O)Nc2ccccc2Cl)c1)c1ccco1	i	-16	i	i	10	i	1	0.1	i	-2	i
20	O=C(O)CCNc1nc(-c2ccccc2)c2cc(Br)ccc2n1	i	-55	i	i	-3	i	4	-0.4	16*	-4	i

In another format: entries from further up
Results follow in this order: TRPC6 act	KLF5 inh	TRPC4 block	TRPC6 inhibitor	SKKanGAS inh	MrgX1 antag	aSyn 5UTR inh	HIF act	TRPC4 potent	IEC-6 tox	TRPC4 agonist
13. Cc1cccc(-c2noc(CCc3ccccc3)n2)c1
→ i	-28	i	i	-10	i	-121	3.1	i	2	i
7. CC(=O)C1C(c2ccccc2Cl)NC(=O)NC1(O)C(F)(F)F (stereo not drawn)
→ i	-9	i	i	-3	i	-14	-0.2	i	5	i
3. O=C(Cn1c(=O)oc2cc(S(=O)(=O)N3CCCCC3)ccc21)N1CCc2ccccc21
→ i	-13	i	i	1	i	16	-0.2	i	-4	i

The listing continues.
#	structure	TRPC6 act	KLF5 inh	TRPC4 block	TRPC6 inhibitor	SKKanGAS inh	MrgX1 antag	aSyn 5UTR inh	HIF act	TRPC4 potent	IEC-6 tox	TRPC4 agonist
21	CCCC(=O)N(CCN(Cc1ccccc1)C(=O)CCC)Cc1ccccc1	i	20	i	i	2	i	11	-0.4	i	4	i
22	Cc1ccc2nc3c(c(Nc4cccc(O)c4)c2c1)CCC3	i	-8	i	i	-5	i	-11	4.6	i	7	i
23	N#Cc1nc(-c2ccc(OCc3ccccc3)cc2)oc1NCc1cccnc1	i	-28	i	i	17	i	-26	0.3	i	1	i
24	O=C(Nc1cccc(NC(=O)c2cccs2)c1)c1ccc2c(c1)OCCO2	i	-46	i	i	-2	i	-50	0.8	i	1	i
25	CCOC(=O)N1CCC(N2C(=O)c3ccc(C(=O)O)cc3C2=O)CC1	i	-13	i	i	-1	i	-9	-5.0	i	1	i
26	CCOC(=O)CNc1nc(C#N)nc(N2CCOCC2)n1	i	6	i	i	-2	i	10	1.1	i	6	i
27	CN(C)c1ccccc1C(=O)N1CCCC(C(=O)c2ccc3ccccc3c2)C1 (stereo not drawn)	i	-8	i	i	-3	i	12	-0.1	i	1	i
28	Cc1ccc(-c2c(C(=O)N/N=C/c3ccc(OC(C)C)cc3)nnn2-c2nonc2N)cc1	i	-40	i	i	4	i	24	-0.2	18*	-7	i
29	CC1=C(C(=O)OCC(C)C)C(c2ccsc2)C2=C(CCCC2=O)N1 (stereo not drawn)	i	1	i	i	-2	i	5	-0.3	i	0	i
30	Cc1nnc(-c2cccc(Br)c2)c2cn(-c3ccccc3)nc12	i	-12	i	i	9	i	17	-0.1	i	-1	i
31	O=C(Nc1ncccc1O)c1cccc(S(=O)(=O)N2CCCC2)c1	i	.	i	i	21	i	4	-0.5	i	.	i
32	COc1cccc(C(c2c(NC(=O)c3ccccc3)sc(C)c2C)N2CCN(C)CC2)c1 (stereo not drawn)	i	-12	i	i	4	i	4	-0.8	i	-1	i
33	CCOC(=O)c1sc(-c2ccc(F)cc2)cc1N	i	-140	i	i	10	i	-142	2.2	i	-2	i
34	CCOc1ccc(C2C(C(=O)c3ccco3)=C(O)C(=O)N2Cc2cccnc2)cc1 (stereo not drawn)	i	-10	i	i	-8	i	-8	1.5	i	3	i
35	Cc1nn(-c2ccccc2)c(Cl)c1/C=C/C(=O)c1ccccc1	i	-28	i	i	10	i	-107	1.9	i	2	i
36	COc1cccc(CCNC(=O)CC2C(=O)NCCN2Cc2ccc(Cl)c(F)c2)c1 (stereo not drawn)	i	-27	i	i	9	i	5	0.5	i	-1	i
37	CCCCOC(=O)Nc1ccccc1C(N)=O	i	-30	i	i	5	i	-32	0.5	i	3	i
38	CCc1cccc2c(C(=O)CN3C(=O)NC(C)(c4cccc5ccccc45)C3=O)c[nH]c12 (stereo not drawn)	i	-10	i	i	36	i	-28	1.0	i	10	i
39	CCCN(CC(=O)Nc1cc(Cl)cc(Cl)c1)CC(=O)Nc1ccc(F)c(F)c1F	i	-4	i	i	82*	i	-15	1.8	i	-7	i
40	Cc1csc2nc(O)c(C(=O)NCc3ccc4c(c3)OCO4)c(=O)n12	i	.	i	i	31	i	10	0.0	i	.	i
41	O=C(COC(=O)CN1C(=O)c2ccccc2C1=O)Nc1ccc(S(=O)(=O)N2CCCC2)cc1	i	-19	i	i	-1	i	-11	-18	i	1	i
42	Cn1c(=O)[nH]c(=O)c2c1nc(SCC(=O)O)n2Cc1ccccc1	i	-30	i	i	5	i	10	1.2	i	-4	i
43	COc1cccc(CN(C)C(=O)C(CCSC)NS(=O)(=O)c2ccc3c(c2)OCCO3)c1OC (stereo not drawn)	i	.	i	i	7	i	0	-0.7	i	.	i
44	O=C1C(=O)N(Cc2ccco2)C(c2cccs2)/C1=C(\O)c1cccc([N+](=O)[O-])c1 (stereo not drawn)	i	-7	i	i	2	i	-8	0.2	i	-2	i
45	C=CCSC1=N/C(=C\c2cc(OCC)c(OC(C)=O)c([N+](=O)[O-])c2)C(=O)S1	i	-10	i	i	-4	i	9	-0.1	i	-12	i
46	Cc1ccc(C(=O)CC(C(=O)O)n2cccn2)cc1 (stereo not drawn)	i	-33	i	i	-4	i	-1	-3.1	i	1	i
47	O=C(COC(=O)c1cc2c(s1)CCCC2)Nc1ccc(Cl)cn1	i	-13	i	i	4	i	7	-0.2	i	-5	i
48	O=C(Cn1cnc2c(cnn2-c2ccc(Cl)cc2)c1=O)NCC1CCCO1 (stereo not drawn)	i	5	i	i	-13	i	5	0.1	i	-1	i
49	CN(Cc1ccccc1)C(=O)CC(c1ccccc1)c1cc(Cl)ccc1O (stereo not drawn)	i	-10	i	i	22	i	.	.	i	6	i
50	C=CCn1c(SCC(=O)NCCCC(=O)OCC)nc2scc(-c3ccco3)c2c1=O	i	-33	i	i	-6	i	2	-0.1	i	-10	i
51	O=C(O)c1ccc(N2C(=O)C3ON(c4ccccc4)C(c4ccccc4F)C3C2=O)cc1 (stereo not drawn)	i	-5	i	i	-2	i	12	-0.4	i	7	i
52	Cc1ccc(/C(N)=N/OC(=O)N2CCOCC2)cc1	i	-22	i	i	1	i	-62	0.8	i	5	i
53	CC(C)(O)C#Cc1ccc(C(=O)NCCc2ccc(S(N)(=O)=O)cc2)cc1	i	-2	i	i	1	i	15	0.1	i	-4	i
54	COc1ccc(Cl)cc1N1C(=O)c2cccnc2C1=O	i	-16	i	i	-3	i	-8	-0.9	i	3	i
55	COc1ccc(NC(=O)CN(C)C(=O)C(C)N2C(=O)c3ccccc3C2=O)cc1 (stereo not drawn)	i	.	i	i	25	i	-7	-0.2	i	.	i
56	CS(=O)(=O)N1N=C(c2cccs2)CC1c1ccco1 (stereo not drawn)	i	-4	i	i	-2	i	-12	-0.2	i	-2	i

Screening data as filed in PubChem.
